Assay outcomes from PubChem.
FLuc modulator: qHTS profiling assay for firefly luciferase inhibitor/activator using purifed enzyme and Km concentrations of substrates (counterscreen for miR-21 project); Potency, µM (top dose mostly 57.5 µM), for the others: at the top dose activity change, negative = inhibition, hits mostly inhibitors; purified FLuc, Km substrates, luminescence inhibition; Luciferin 4-monooxygenase (Photinus pyralis), P08659; 6.9% of 360,000 active; active = well fitted inhibition curve with a large enough effect; inconclusive = small, poorly fitted or top-dose-only effect;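 also: plate controls were vehicle for no effect and reference inhibitor for full effect; nearly all actives have a fitted effect of over 55% in size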
Target sequence (P08659 whole entry, looked up): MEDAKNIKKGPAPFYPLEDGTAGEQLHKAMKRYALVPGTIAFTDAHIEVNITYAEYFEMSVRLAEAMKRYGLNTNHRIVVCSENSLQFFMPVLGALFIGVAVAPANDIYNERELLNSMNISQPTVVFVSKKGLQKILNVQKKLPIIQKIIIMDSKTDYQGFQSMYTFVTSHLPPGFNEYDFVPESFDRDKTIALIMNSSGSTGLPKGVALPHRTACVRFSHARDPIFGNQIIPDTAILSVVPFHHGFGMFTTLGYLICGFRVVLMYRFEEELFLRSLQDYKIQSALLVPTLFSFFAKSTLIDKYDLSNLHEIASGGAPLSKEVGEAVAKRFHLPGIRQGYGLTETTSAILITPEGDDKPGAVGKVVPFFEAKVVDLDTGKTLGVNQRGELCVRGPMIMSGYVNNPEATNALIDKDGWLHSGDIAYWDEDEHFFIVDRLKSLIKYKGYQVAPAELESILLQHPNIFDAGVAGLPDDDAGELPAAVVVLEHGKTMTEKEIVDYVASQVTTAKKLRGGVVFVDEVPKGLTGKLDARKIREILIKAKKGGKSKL
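Biochemical qHTS of compounds, final roughly 60 µM downward over six points, against 10 nM purified firefly luciferase using Km concentrations of substrates (10 uM D-luciferin, 10 uM ATP) in Tris acetate pH 7.5 buffer; luminescence output.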
* hit, by the source's call; ? = inconclusive. Potency is read from the fitted curve at half-maximal effect. These rows are one share of the data; count on the stated rates, not on these rows.

SMILES	FLuc modulator
COc1cccc(NC(=O)c2sc3nc(C)c(C(=O)Nc4ccc(C)cc4C)c(-c4ccco4)c3c2N)c1	-3%
Cc1ccc(NC(=O)c2sc3ccccc3c2Cl)cc1	1.2µM*
CCCOC(=O)c1cccc(NC(=O)c2c(-c3ccccc3Cl)noc2C)c1	0%
CCc1c(C)sc(NC(=O)C2c3ccccc3Oc3ccccc32)c1C(=O)OC(C)C	1%
COc1ccc(CNC(=O)Cn2ccc3cc(S(=O)(=O)N4CCCCC4)ccc32)cc1OC	3%
O=C(Cc1ccccc1)Nc1sc2c(c1C(=O)Nc1ccc(Br)cc1)CCC2	-4%
COc1ccc(-n2nc3c(c2NC(=O)C(=O)NCc2ccccc2)CSC3)cc1	-12%
CCOc1ccccc1CNC(=O)c1ccc(Cn2c(SCc3ccccc3)nc3cccnc32)cc1	2.7µM*
CCc1nc2c(cnn2-c2ccc(Cl)cc2)c(=O)n1-c1ccc(OC)c(Cl)c1	2%
Cc1cccc(Cn2c(COc3ccc(Cl)cc3)nc3ccccc32)c1	?
COc1ccccc1NC(=O)C(C)Sc1nnc2ccc3ccccc3n12 (stereo not drawn)	0%
O=C(CSc1nc2c(c(=O)[nH]1)CCC2)Nc1cccc(O)c1	4%
COC(=O)c1ccc(-n2c(/C=C/c3cc(OC)c(OC)c(OC)c3)nc3cc(Cl)ccc3c2=O)cc1	-2%
Fc1ccc(-n2ncc3c(NCCCc4ccccc4)ncnc32)cc1	?
CC(=O)Nc1ccc(NC(=O)CSc2nnc3c4cc(Br)ccc4n(C)c3n2)cc1	0%
CCOc1ccccc1NC(=O)Nc1ccc2nc(N3CCN(C)CC3)cc(C)c2c1	5.4µM*
CCCCn1c(=NC(=O)c2c(-c3c(F)cccc3Cl)noc2C)c(C(=O)OCC)cc2c(=O)n3ccccc3nc21	-3%
COc1ccc(CNC(=O)Nc2ccc3c(c2)N(C)C(=O)c2ccccc2S3)cc1	1%
CCOC(=O)c1cc(-c2ccc(OC)cc2)n(CCC(=O)NCc2ccc(OC)cc2)c1C	-11%
COc1cccc(N2CC(NC(=O)c3ccc(S(=O)(=O)N4CCOCC4)cc3)CC2=O)c1 (stereo not drawn)	-1%
Cc1cccc(NC(=O)Cn2cc(C(=O)C3CCCCC3)c3ccccc32)c1	-2%
Cc1c(-c2nc(-c3ccc4c(c3)OCO4)no2)nnn1-c1ccc(C(C)C)cc1	2%
COc1ccc(CNC(=O)c2cc3c(=O)[nH]c4ccccc4c3n2C)c(OC)c1	-7%
Cn1cc(S(=O)(=O)c2cccc(Cl)c2)c(=O)c2cc(F)c(N3CCN(c4ccc(F)cc4)CC3)cc21	-5%
CCCOc1ccc(Nc2cc(C)nc(C)n2)cc1	3%
COc1cc(OC)c(NC(=O)N2CC3CCCN3c3ccccc32)cc1Cl (stereo not drawn)	-9%
CC(C)CC(=O)Nc1c(C(=O)N2CCN(c3ccccc3)CC2)oc2ccccc12	3%
CCC1(C)CC(=O)c2c(ccc3oc(C(=O)Nc4ccc(C(C)=O)cc4)c(C)c23)O1 (stereo not drawn)	?
COc1cccc(NC(=O)Nc2ccc3c(c2)N(C)C(=O)c2ccccc2S3)c1	1%
N#C/C(=C\c1ccc(F)cc1)c1nc(-c2ccc(-c3ccccc3)cc2)cs1	7%
Cc1cccc(-c2nc3c4ccccc4nc(N4CCN(c5ccccc5F)CC4)n3n2)c1	-13%
COc1ccc(/C=C/C(=O)Nc2nc3n(n2)C(c2ccccc2)C=C(c2ccccc2)N3)cc1 (stereo not drawn)	-12%
Cc1ccc(C2=NC(c3ccccc3)=Nc3ccc(Cl)cc3N2)cc1	11µM*
COc1cc(C(=O)NCc2nc3cccnc3n2Cc2ccc(C)cc2)cc(OC)c1OC	-1%
Cc1ccc(Cn2ccnc2SCC(=O)Nc2nc3ccccc3s2)cc1	?
Cc1cc2nc3c(=O)n(C)c(=O)n(C)c3nc2cc1N=CN(C)C	-3%
COc1ccc(-c2nnc(SCC(=O)Nc3cccc(C(F)(F)F)c3)s2)cc1	?
CCOc1ccccc1CNC(=O)C1CCN(c2nn3cc(-c4ccc(F)cc4)nc3s2)CC1	-5%
CC(C)c1ccc(NC(=O)c2cc3c(=O)oc4ccccc4c3s2)cc1	-6%
O=c1c2[nH]c3ccccc3c2nc(SCc2cccc(F)c2)n1-c1ccccc1	1%
N#Cc1c[nH]n2c(NC3CCCC3)c(-c3cccc(Cl)c3)nc12	2%
Cc1ccc(C)c(NC(=O)C2CCN(S(=O)(=O)c3c(C)noc3/C=C/c3cccs3)CC2)c1	-9%
COC(=O)CCNC(=O)N1CCN(c2nnc(C)c3c(C)n(-c4ccc(Cl)cc4)nc23)CC1	-1%
COCC(C)NS(=O)(=O)c1ccc(N2CCCCS2(=O)=O)cc1 (stereo not drawn)	2%
Cc1ccc(-c2cn3cccnc3n2)cc1NC(=O)C(C)(C)Oc1ccc(Cl)cc1	-14%
COc1ccc(OC)c(NS(=O)(=O)c2ccc3c(c2)CCCN3C(=O)C2CCC2)c1	-3%
Cc1ccc2oc(-c3cc(NC(=O)/C=C/c4ccco4)ccc3Cl)nc2c1	?
CN1CCN(C(c2cccc(Br)c2)c2sc3nc(-c4ccco4)nn3c2O)CC1 (stereo not drawn)	-10%
CCN(C(=O)c1cc2c(=O)n3cccc(C)c3nc2s1)c1ccc(C)c(C)c1	-1%
COc1cc2c(cc1OC)n(Cc1ccc([N+](=O)[O-])cc1)c(=O)n1nc(-c3ccccc3)nc21	1%
Cc1noc(-c2ccc(-c3noc(-c4cccc(Cl)c4)n3)cc2)n1	-2%
COCCCNC(=O)CCCn1c(=O)c2cccn2c2cccnc21	-5%
O=C(c1ccccc1)n1nc(-c2ccco2)nc1NCc1ccccc1Cl	-9%
Cc1cc(Nc2cccc(O)c2)c2cccc(Br)c2n1	?
O=C1CC(c2nnc(Cc3ccc(Cl)cc3)o2)CN1c1ccccc1 (stereo not drawn)	-8%
CCCCn1cc2c(c1-c1ccc(Cl)cc1)c(=O)n(C)c(=O)n2C	-13%
O=C(Nc1cccc(Cl)c1)N1CC2CCCN2c2ccccc21 (stereo not drawn)	-8%
COc1ccc(NC(=O)CSc2nnc(NC(=O)Nc3ccccc3)s2)c(OC)c1	-4%
CCOc1ccc(C2C(=O)N(C3CCCCCC3)CC(=O)N2CCc2ccc(Cl)cc2)cc1OC (stereo not drawn)	-4%
CCOC(=O)C1CCCN(S(=O)(=O)c2csc(C(N)=O)c2)C1 (stereo not drawn)	-1%
Additional compounds
SMILES	FLuc modulator
COc1ccc(C2C=C(c3ccccc3)Nc3nc(NC(=O)/C=C/c4ccccc4Cl)nn32)cc1 (stereo not drawn)	-18%
CCNC(=O)C1CCCN(c2nn3cc(-c4ccc(C)cc4)nc3s2)C1 (stereo not drawn)	1.2µM*
COc1ccc(CNc2oc(-c3ccc(COc4ccc(OC)cc4)o3)nc2C#N)cc1	6%
O=C(CSc1cn(CC(=O)N2CCCCC2)c2ccccc12)Nc1ccccc1F	-13%
Cc1c(Cl)cccc1-c1ccc(CNCCSc2nnnn2-c2ccccc2)o1	-15%
CCN(CC)c1ccc(NC(=O)c2sc3ccccc3c2Cl)cc1	?
CCCN(C(=O)CCc1nc(-c2ccc(C)cc2)no1)c1ccc(OCC)cc1	-2%
CCN(CC)CCCNC(=O)c1sc2nc3n(c(=O)c2c1C)CCCCC3	5%
O=c1c(N2CCN(c3ccc(F)cc3)CC2)csc2ccc(F)cc12	?
COc1cc(OC)c(NC(=O)c2ccc3c(c2)N(Cc2ccc(C)cc2)CCS3)cc1Cl	-2%
Cc1ccc(OCC(=O)Nc2cccc(C(=O)OCc3cc(=O)n4c(C)csc4n3)c2)cc1	?
Cc1ccc(NC(=O)Cn2cnc3c2c(=O)n(C)c(=O)n3C)cc1C	-2%
Cc1cccc(OCC(=O)Nc2cccc(OCc3cc(=O)n4cccc(C)c4n3)c2)c1	-11%
Cc1oc2ccc(O)c(CN3CCOCC3)c2c1C(=O)Nc1cccc(Cl)c1C	-2%
COc1ccc(C(=O)NCC(c2cccnc2)N2CCc3ccccc32)cc1OC (stereo not drawn)	-2%
COc1ccc(N2CC(NC(=O)C(=O)c3c[nH]c4ccccc34)CC2=O)cc1 (stereo not drawn)	3%
COc1cc2ccccc2cc1C(=O)Nc1ccc2oc(-c3ccc(F)cc3)nc2c1	0%
COc1ccccc1NC(=O)c1nnn(-c2ccc(F)cc2)c1C	0%
Cc1cccc(Nc2ncnc3c2cnn3C)c1C	-1%
CCC(=O)N1c2ccccc2CC1C(=O)NCc1cccc(C)c1 (stereo not drawn)	-5%
CCOc1cc(C2c3c(-c4cc(C)ccc4O)n[nH]c3C(=O)N2CCCOC(C)C)ccc1O (stereo not drawn)	-11%
CCC(=O)Nc1sc2c(c1C(=O)Nc1ccc(OC)cc1)CCC(C(C)(C)C)C2 (stereo not drawn)	-5%
CC(=O)c1cccc(NC(=O)c2ccc3c(c2)N(Cc2ccc(C)cc2)CCS3)c1	3%
CCN(C(=O)CSc1nc2ccccc2n1CC(=O)Nc1cccc(C#N)c1)c1ccccc1	-11%
CCc1nn(CC(=O)NC(C)CC)c(=O)c2cc3c(OC)cccc3n12 (stereo not drawn)	2%
Cc1cccc(C)c1OCC(=O)Nc1nonc1-c1ccc(Br)cc1	5%
Cc1nn(Cc2ccccc2Cl)c(C)c1NC(=O)c1cc(C(C)C)on1	-15%
CC(=O)c1ccc(NC(=O)Cn2c(=O)cc(C)c3c(C)nn(-c4cccc(F)c4)c32)cc1	-9%
COc1ccc(CCNC(=O)c2cc(=O)c3c(C)cc(C)cc3o2)cc1OC	-17%
O=C(Nc1ccc2oc(-c3ccc(O)c(Br)c3)nc2c1)c1cc2ccccc2o1	2%
CC1CCN(S(=O)(=O)c2ccc3c(c2)oc(=O)n3CC(=O)N2CCCCC2)CC1	-4%
Cc1ccc(S(=O)(=O)c2nnn3c2nc(N2CCC(C)CC2)c2cc(Cl)ccc23)cc1C	-4%
O=C(C1CCC(Cn2c(=O)c3sccc3n(Cc3ccc(F)cc3)c2=O)CC1)N1CCOCC1 (stereo not drawn)	4%
COc1ccc(Br)cc1C(=O)Nc1ccc(-c2nc3cc(Cl)ccc3o2)cc1	-6%
COc1ccc(S(=O)(=O)c2c(O)c3ccc(C(=O)NCc4ccccc4)cc3[nH]c2=O)cc1	?
CCC(C)NC(=O)CSc1nc2cc3c(cc2c(=O)n1CCCC(=O)NCc1ccc2c(c1)OCO2)OCO3 (stereo not drawn)	-1%
COc1ccc(N2CCN(S(=O)(=O)c3ccc(-c4ccno4)cc3OC)CC2)cc1	-5%
O=C(Nc1cccc(Cl)c1Cl)c1cc(S(=O)(=O)N2CCCc3ccccc32)ccc1F	-5%
Cc1ccc(N2CC(NC(=O)c3ccco3)CC2=O)cc1C (stereo not drawn)	-6%
O=C(Nc1nnc(-c2cc(Cl)ccc2Cl)o1)c1ccc2c(c1)OCCO2	?
CCOC(=O)CC(=O)CSc1nc2ccccc2c(=O)n1CCc1ccccc1	-18%
CCc1ccccc1NC(=O)CN(Cc1ccccc1)S(=O)(=O)c1ccc(Br)cc1	6%
CC(Sc1oc(-c2cccs2)nc1S(=O)(=O)c1ccccc1)c1ccccc1 (stereo not drawn)	-12%
Cc1nn(CCCC(=O)NCc2ccc(F)cc2)c(=O)c2c1sc1ccccc12	-21%
CCN1CCSc2ccc(C(=O)NCc3ccc(OC)cc3)cc21	?
